High-throughput results as filed in PubChem BioAssay.
Growth percent in the NCI-60 one-dose screen (48 h, 10 µM unless noted): 100 = growth as untreated, 0 = no growth, -100 = all killed.
HT29 = HT29 colon cancer; actives 7.4% (n = 81,000)
COLO 205 = COLO 205 colon cancer; AID 1794742; actives 7.3% (n = 79,000)
HCT-116 = HCT-116 colon cancer; actives 7.3% (n = 82,000)
KM12 = KM12 colon cancer cells; AID 1794800; actives 5% (n = 82,000)
IGROV1 = IGROV1 ovarian cancer; actives 4.7% (n = 79,000)
SK-OV-3 = SK-OV-3 ovarian cancer cells; actives 3.2% (n = 80,000)
SW-620 = SW-620 colon cancer. actives 5.2% (n = 82,000). AID 1794795
HCT-15 = HCT-15 colon cancer; actives 5.2% (n = 82,000); AID 1794746
OVCAR-4 = OVCAR-4 ovarian cancer cells. actives 3.7% (n = 80,000). AID 1794784
The depositor's hits bear a star; nt = not tested or not shown; & = joins results of further samples. Rule for the calls: active = growth percent below 10; inactive = the rest. Compounds were not picked by outcome. Share with any hit: about 12%.

[1] CC1(C)CC[C@]2(C(=O)O)CC[C@]3(C)C(=CCC4[C@@]5(C)C[C@@H](O)[C@@H]6OC(c7ccc(Cl)cc7)OC[C@@]6(C)C5CC[C@]43C)C2C1 (stereo not given in full)
[2] COc1ccc(-c2cc(/C=C/C(=O)c3cc(OC)c(OC)c(OC)c3)[nH]n2)cc1OC
[3] CSC(=N\N=C\c1cccs1)/N=C/N(C)C
[4] COc1cc(/C=C/c2cc(/C=C/c3cc(OC)c(OC)c(OC)c3)n(-c3ccc(OC(F)(F)F)cc3)n2)cc(OC)c1OC
[5] CN(C)CCCN1c2ccccc2CCc2ccc(Cl)cc21
[6] Cn1c(=O)c2c(-c3ccccc3F)n(-c3ccc4c(c3)OCO4)cc2n(C)c1=O
assay / compound | 1 | 2 | 3 | 4 | 5 | 6
HT29 | 66 | -54* | 110 | 90 | 19 | 112
COLO 205 | 64 | -42* | 120 | 90 | -12* | 106
HCT-116 | 40 | -46* | 105 | 90 | 43 | 86
KM12 | 58 | -62* | 104 | 80 | 79 | 102
IGROV1 | 87 | -9.4* | 114 | 99 | 59 | 101
SK-OV-3 | 99 | 39 | 108 | 96 | 82 | 110
SW-620 | 69 | -66* | 105 | 106 | 89 | 102
HCT-15 | 49 | -15* | 101 | 100 | 51 | 88
OVCAR-4 | 74 | -52* | 106 | 96 | 53 | 104

[7] CCOc1ccc(/C=C2\Oc3cc(C)c(Cl)cc3C2=O)cc1
[8] NCCOc1ncccc1/C=C1\C2C=CC=CC2C2C=CC(F)=CC12 (stereo not given)
[9] Cc1c(O)c(=O)n(-c2ccccc2)n1C
[10] N/C(=N\N=C\c1cc2ccccc2[nH]1)N/N=C/c1cc2ccccc2[nH]1
[11] CS(=O)(=O)c1cc(C(=O)O)cc(NCc2ccccc2)c1Oc1ccccc1
[12] O=C1N=c2ccccc2=C/C1=C\c1cc(-c2ccccc2)oc1O
assay / compound | 7 | 8 | 9 | 10 | 11 | 12
HT29 | 112 | 14 | 103 | 96 | 104 | 105
COLO 205 | nt | 27 | 111 | 102 | 105 | 113
HCT-116 | 96 | 22 | 109 | 87 | 99 | 86
KM12 | 109 | 29 | 105 | 98 | 100 | 96
IGROV1 | 103 | 30 | 117 | 64 | 102 | 68
SK-OV-3 | nt | 20 | 105 | 89 | 103 | 105
SW-620 | 113 | 13 | 114 | 101 | 105 | 106
HCT-15 | 100 | 7.3* | 93 | 93 | 109 | 96
OVCAR-4 | 105 | 68 | 111 | 83 | 103 | 94

[13] CN(C)c1ccc(C(=S)c2ccc(N(C)C)cc2)cc1
[14] CC(=O)Nc1cc2c(cc1Cl)-c1ccccc1C2O (stereo not given)
[15] Cc1ccc(NSc2ccccc2[N+](=O)[O-])cc1
[16] COCC1=C(C(=O)OC(C)OC(=O)OC(C)C)N2C(=O)[C@@H](NC(=O)/C(=N/OC)c3csc(N)n3)[C@H]2SC1 (stereo not given in full)
[17] COc1ccc(C(=O)Cn2c(=O)cc(C#N)c3ccc4cccnc4c32)cc1
[18] Clc1ccc(-c2ccc(CNCC3CCNCC3)o2)c(-c2ccccc2)c1
assay / compound | 13 | 14 | 15 | 16 | 17 | 18
HT29 | 31 | 102 | 5.1* | 105 | 94 | -79*
COLO 205 | 62 | 96 | nt | 112 | 99 | -76*
HCT-116 | 58 | 108 | 20 | 105 | 102 | -87*
KM12 | 47 | 103 | 20 | 103 | 101 | -84*
IGROV1 | 59 | 75 | 38 | 105 | 101 | -64*
SK-OV-3 | 82 | 101 | 28 | 112 | 74 | 45
SW-620 | 44 | 99 | 27 | 110 | 99 | -86*
HCT-15 | 43 | 102 | 27 | 105 | 96 | -76*
OVCAR-4 | 83 | nt | 73 | 104 | 96 | -38*

[19] O=C1C=CC(=O)N1c1ccc(N=Nc2ccccc2)cc1
[20] O=C1Nc2ccccc2/C1=N/c1nc(-c2ccc(Cl)cc2)cs1
[21] C=C1CC[C@@H]2[C@](C)(COC(C)=O)[C@H](OC(C)=O)CC[C@@]2(C)[C@@H]1CC(Nc1ccc(S(=O)(=O)Nc2cc(C)on2)cc1)C1=CCOC1=O (stereo not given in full)
[22] O=C1OC(Cc2ccccc2)C1c1ccccc1 (stereo not given)
[23] COC(=O)CC[C@@H]1O[C@@H](c2cccc(C(F)(F)F)c2)[C@@H](O)[C@H]1O
[24] CC1(C)CC[C@]2(C(=O)O)CC[C@]3(C)C(=CC[C@@H]4[C@@]5(C)C/C(=C/c6cccnc6)C(=O)C(C)(C)[C@@H]5CC[C@]43C)[C@@H]2C1
assay / compound | 19 | 20 | 21 | 22 | 23 | 24
HT29 | 112 | 46 | -11* | 106 | 98 | 106
COLO 205 | 121 | 64 | 29 | 109 | 108 | nt
HCT-116 | 100 | 59 | -1.1* | 91 | 98 | 83
KM12 | 109 | 71 | 31 | 101 | 94 | 91
IGROV1 | 141 | 67 | 63 | 101 | 112 | 105
SK-OV-3 | 115 | 58 | 109 | 121 | 98 | 84
SW-620 | 112 | 69 | 15 | 107 | 100 | 112
HCT-15 | 99 | 71 | 0.2* | 101 | 101 | 87
OVCAR-4 | 113 | 68 | 68 | 109 | 105 | 94

[25] CCN(CC)CCn1c(=O)c2cc(OC)c(OC)cc2c2ccc3cc4c(cc3c21)OCO4
[26] Cc1cc2ncn(C(=O)Nc3ccccc3)c2cc1C
[27] COc1ccc(C/C(C)=C(/c2ccc(OCCCN(C)C)cc2)c2ccc(OC(C)=O)cc2)cc1
[28] Nc1ncnc2scnc12
[29] COc1ccc(NCc2cn(-c3ccc(C(=O)O)cc3)nc2-c2ccc(C(=O)O)cc2)c(OC)c1
[30] FC(F)(F)Oc1cccc(-c2cc(Cl)c3cc(N4CCCC4)ccc3n2)c1
assay / compound | 25 | 26 | 27 | 28 | 29 | 30
HT29 | 17 | 103 | 4.9* | 113 | 107 | 105
COLO 205 | 30 | 98 | 50 | 118 | 110 | 108
HCT-116 | 8.5* | 98 | 55 | 104 | 99 | 101
KM12 | 42 | 102 | 81 | 101 | 101 | 100
IGROV1 | 29 | 102 | 58 | 102 | 101 | 95
SK-OV-3 | 33 | 105 | 88 | 111 | nt | 98
SW-620 | 26 | 99 | 88 | 104 | 95 | 97
HCT-15 | 55 | 104 | 19 | 105 | 99 | 86
OVCAR-4 | 66 | 95 | 80 | 105 | 100 | 85

[31] CCOC(=O)/C=C/c1cccc2c1C(=O)NC(C)(c1cc3cc(OC)ccc3oc1=O)N2 (stereo not given)
[32] NS(=O)(=O)c1ccc(Nc2nc(N/N=C/c3cn(-c4ccccc4)nc3-c3ccc(Cl)cc3)nc(Nc3ccccc3)n2)cc1
[33] O=C1CC[C@@H](C(=O)O)N1
[34] CC(C)CCN(CCC(C)C)CC(O)c1cc2c(c3ccccc13)CCCC2 (stereo not given)
[35] O=C(O)Cc1cccc2ccccc12
[36] O=C1NC(=S)S/C1=C\c1ccccc1C(=O)O
assay / compound | 31 | 32 | 33 | 34 | 35 | 36
HT29 | 62 | 89 | 97&108 | 32 | 105 | 105
COLO 205 | 76 | 112 | 113&119 | 61 | 113 | 115
HCT-116 | 54 | 49 | 100&114 | 51 | 106 | 102
KM12 | 72 | 59 | 128&114 | 65 | 107 | 106
IGROV1 | 48 | 87 | 105&118 | 64 | 112 | 113
SK-OV-3 | 82 | 121 | 111&123 | 77 | 103 | 104
SW-620 | 88 | 112 | 107&106 | 59 | 102 | 112
HCT-15 | 54 | 69 | 100&101 | 59 | 102 | 110
OVCAR-4 | 50 | 68 | nt | 78 | 122 | 103

In the list so far, these have a CF3 group.
[4] COc1cc(/C=C/c2cc(/C=C/c3cc(OC)c(OC)c(OC)c3)n(-c3ccc(OC(F)(F)F)cc3)n2)cc(OC)c1OC
[23] COC(=O)CC[C@@H]1O[C@@H](c2cccc(C(F)(F)F)c2)[C@@H](O)[C@H]1O
[30] FC(F)(F)Oc1cccc(-c2cc(Cl)c3cc(N4CCCC4)ccc3n2)c1
assay / compound | 4 | 23 | 30
HT29 | 90 | 98 | 105
COLO 205 | 90 | 108 | 108
HCT-116 | 90 | 98 | 101
KM12 | 80 | 94 | 100
IGROV1 | 99 | 112 | 95
SK-OV-3 | 96 | 98 | 98
SW-620 | 106 | 100 | 97
HCT-15 | 100 | 101 | 86
OVCAR-4 | 96 | 105 | 85

New compounds follow
[37] COc1cc(C(=O)N/N=C/c2cc3ccc(OCc4ccccc4)cc3nc2OC)cc(OC)c1OC
[38] COc1ccc2nc(Cl)cc(C)c2c1
[39] CC1(C)CC(=O)C2=C(C1)N(c1ccc(F)cc1)C(N)=C(C#N)C2c1ccc(Cl)cc1Cl (stereo not given)
[40] CC(C)c1ccc2c(c1)CCC1C2CCCC1(C)NCc1ccccc1 (stereo not given)
[41] O=S(=O)(Nc1ccc(OCc2nnc(-c3ccc(Cl)cc3)o2)c(F)c1)c1ccccc1
[42] CC1(C)CC[C@]2(C(=O)NCC#CCN3CCOCC3)CC[C@]3(C)C(=CC[C@@H]4[C@@]5(C)Cc6c([nH]c7ccccc67)C(C)(C)[C@@H]5CC[C@]43C)[C@@H]2C1
assay / compound | 37 | 38 | 39 | 40 | 41 | 42
HT29 | 92 | 105&101 | 101 | 16 | 106 | 83
COLO 205 | 110 | 131&104 | 107 | -36* | 113 | 30
HCT-116 | 82 | 90&107 | 89 | 60 | 89 | 74
KM12 | 107 | 124&99 | 100 | 23 | 90 | 91
IGROV1 | 94 | 132&108 | 103 | 84 | 107 | 116
SK-OV-3 | 97 | 124&107 | 94 | 86 | nt | 98
SW-620 | 99 | 122&102 | 101 | 3.5* | 107 | 103
HCT-15 | 95 | 101&99 | 96 | 6.4* | 84 | 93
OVCAR-4 | 106 | 92&99 | 95 | 68 | 86 | 91

[43] CCCCCCCCCCCCO
[44] CCCn1ccc(-n2nnc(C(=O)OCC)c2C)n1
[45] Nc1cccc2c(S(=O)(=O)O)cccc12
[46] O=C(Nc1ccc(-n2cc(-c3ccncc3)c(-c3ccc(O)c(Cl)c3)n2)cc1)c1ccc(Cl)c(C(F)(F)F)c1
[47] CC1=NN(c2ccccc2)C(=O)/C1=C\N(C)C
[48] COc1ccc(-c2ccc(NC(=O)Nc3ccc(Cl)c(C(F)(F)F)c3)c(C)n2)cc1OC
assay / compound | 43 | 44 | 45 | 46 | 47 | 48
HT29 | 103 | 104 | 102 | -34* | 102 | 56
COLO 205 | 103 | 119 | nt | 58 | 122 | 94
HCT-116 | 97 | 89 | 84 | 9.3* | 95 | 45
KM12 | 112 | 96 | 110 | 15 | 111 | 70
IGROV1 | 102 | 109 | 96 | 53 | 110 | 83
SK-OV-3 | 102 | 97 | 90 | 56 | 81 | 84
SW-620 | 111 | 104 | 107 | 27 | 141 | 91
HCT-15 | 102 | 101 | 100 | 7.9* | 99 | 50
OVCAR-4 | 108 | 97 | 98 | 63 | 101 | 75

Complete entries from above. Screens in order: HT29, COLO 205, HCT-116, KM12, IGROV1, SK-OV-3, SW-620, HCT-15, OVCAR-4
Record of CC1(C)CC[C@]2(C(=O)NCC#CCN3CCOCC3)CC[C@]3(C)C(=CC[C@@H]4[C@@]5(C)Cc6c([nH]c7ccccc67)C(C)(C)[C@@H]5CC[C@]43C)[C@@H]2C1 : 83, 30, 74, 91, 116, 98, 103, 93, 91
Record of C=C1CC[C@@H]2[C@](C)(COC(C)=O)[C@H](OC(C)=O)CC[C@@]2(C)[C@@H]1CC(Nc1ccc(S(=O)(=O)Nc2cc(C)on2)cc1)C1=CCOC1=O (stereo not given in full) : -11*, 29, -1.1*, 31, 63, 109, 15, 0.2*, 68
Record of CN(C)c1ccc(C(=S)c2ccc(N(C)C)cc2)cc1 : 31, 62, 58, 47, 59, 82, 44, 43, 83
Record of COC(=O)CC[C@@H]1O[C@@H](c2cccc(C(F)(F)F)c2)[C@@H](O)[C@H]1O : 98, 108, 98, 94, 112, 98, 100, 101, 105
Record of CCCCCCCCCCCCO : 103, 103, 97, 112, 102, 102, 111, 102, 108

Next compounds.
[49] CC(C)=CCc1cc2c(cc1O)O[C@H](c1ccc(O)cc1)CC2=O
[50] CCOC(=O)C(CCCCS(=O)(=O)O)C(=O)OCC
[51] CC(C)(c1ccc(O)cc1)c1ccc(O)cc1
[52] CC1=CC2C(C(O)CC3(C)C2CC(C)C32OCOC23COCO3)C2(C)C/C(=C/O)C(=O)C=C12 (stereo not given)
[53] COc1cccc(NC(=O)c2ccc(Nc3ccc(Cl)nn3)cc2)c1
[54] O=C(O)c1ccc(Cn2cnc3c(=S)nc[nH]c32)cc1
[55] O=C1CCc2ccc(OCc3cn(CCCn4cc(COc5ccc6c(c5)NC(=O)CC6)nn4)nn3)cc2N1
[56] O=C(/C=C/c1cn(-c2ccccc2)nc1-c1ccccc1)OCc1cn(-c2ccccc2[N+](=O)[O-])nn1
[57] N#Cc1ccc(OCC(=O)Nc2c(N)[nH]c(=O)n(Cc3ccccc3)c2=O)cc1
assay / compound | 49 | 50 | 51 | 52 | 53 | 54 | 55 | 56 | 57
HT29 | 105 | 117 | 103 | 3.9* | 90 | 104 | 119 | 85 | 112
COLO 205 | 111 | 104 | nt | -14* | 124 | 114 | 115 | 113 | 115
HCT-116 | 95 | 92 | 109 | -70* | 99 | 111 | 119 | 89 | 101
KM12 | 76 | 97 | 99 | 12 | 89 | 115 | 105 | 97 | 108
IGROV1 | 93 | 116 | 100 | 71 | 113 | 118 | 116 | 96 | 108
SK-OV-3 | 104 | 110 | 103 | 48 | 137 | 116 | 104 | 97 | 112
SW-620 | 98 | 90 | 97 | 5.3* | 113 | 106 | 110 | 90 | 106
HCT-15 | 67 | 92 | 104 | -24* | 71 | 114 | 105 | 94 | 108
OVCAR-4 | 90 | 107 | 113 | 36 | 95 | nt | 103 | 92 | 101
